Bcl-W Bim block: inhibitors of Bim binding to Bcl-W, primary screen, biochemical, multiplexed, bead-based flow cytometry | 0.02% of 190,000 active | Bim peptide-Bcl-W binding | inhibition, % at 10 µM | Bcl-2-like protein 2 (Homo sapiens), Q92843;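 further: 0% = bound tracer without compound and 100% = peptide blocker; higher means less fluorescent Bim peptide bound to Bcl-W beads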
Target sequence (Q92843 whole entry, looked up): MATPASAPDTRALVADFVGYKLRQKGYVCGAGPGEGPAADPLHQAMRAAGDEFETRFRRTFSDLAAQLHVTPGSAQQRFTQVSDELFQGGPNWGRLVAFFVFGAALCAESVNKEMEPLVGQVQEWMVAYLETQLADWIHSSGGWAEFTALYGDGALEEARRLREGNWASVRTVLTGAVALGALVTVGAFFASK
Bim-Bcl-B: inhibitors of Bim-Bcl-B binding, primary screen, biochemical, multiplexed, human Bcl-2 family | bead-based flow cytometry, Bim peptide-Bcl-B binding | Bcl-2-like protein 10 (Homo sapiens), Q9HD36 | inhibition, % at 10 µM | 0.073% of 190,000 active | AID 951, 2007;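 further: 0% = tracer peptide without compound and 100% = reference inhibitor peptide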
Target sequence (Q9HD36 whole entry, looked up): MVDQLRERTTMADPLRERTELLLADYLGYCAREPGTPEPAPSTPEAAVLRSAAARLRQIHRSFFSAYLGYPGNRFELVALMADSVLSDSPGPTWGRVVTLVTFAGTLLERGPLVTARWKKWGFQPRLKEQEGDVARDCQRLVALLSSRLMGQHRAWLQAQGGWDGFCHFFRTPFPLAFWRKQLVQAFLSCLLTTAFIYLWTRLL
Bim-Bcl-2: inhibitors of Bim-Bcl-2 binding, primary screen, biochemical, multiplexed, human Bcl-2 family; inhibition, % at 10 µM; Bead-based flow cytometry, Bim peptide-Bcl-2 binding; 0.06% of 190,000 active; Apoptosis regulator Bcl-2 (Homo sapiens), P10415; in the data active means inhibition above about 40%; inconclusive means no clear call, values can overlap the other calls;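 further: 0% = no compound wells with probe peptide and 100% = reference peptide inhibitor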
Target sequence (P10415 whole entry, looked up): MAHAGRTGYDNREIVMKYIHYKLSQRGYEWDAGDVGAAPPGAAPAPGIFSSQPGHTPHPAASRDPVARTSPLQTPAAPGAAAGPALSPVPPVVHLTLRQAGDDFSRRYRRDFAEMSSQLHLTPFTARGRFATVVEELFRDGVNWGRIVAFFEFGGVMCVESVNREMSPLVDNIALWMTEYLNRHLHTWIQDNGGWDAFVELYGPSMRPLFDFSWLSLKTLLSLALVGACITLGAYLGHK
GSH fluor: compound fluorescence on glutathione beads, profiling panel, artefact control, biophysical, 488/530 nm, flow cytometry | GSH beads flow cytometry, compound fluorescence 488/530 nm; stronger effect = higher value | fluorescence (KMESF) at 10 µM | 0.25% of 190,000 active | AID 1776, 2009; in the data active means fluorescence above about 89;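 further: glutathione beads carrying GST-tagged Bcl family fusion proteins plus one bare bead set; values are compound well signal with DMSO vehicle wells as background; inactives centre near 16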
RGS7-Gao: RGS7-Galphao binding modulators, primary screen, biochemical, multiplexed bead flow cytometry; actives lie on both sides; binding response (% of control), % at 10 µM; 0.35% of 220,000 active; AID 1439, 2008; in the data active means binding response below about 49% or above about 150%; inconclusive means no clear call, values can overlap the other calls; inactive means in between;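 further: fluorescent Galphao held in activated GDP-AlF4 state binding bead-coupled RGS7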
Target sequence (P09471 whole entry, looked up): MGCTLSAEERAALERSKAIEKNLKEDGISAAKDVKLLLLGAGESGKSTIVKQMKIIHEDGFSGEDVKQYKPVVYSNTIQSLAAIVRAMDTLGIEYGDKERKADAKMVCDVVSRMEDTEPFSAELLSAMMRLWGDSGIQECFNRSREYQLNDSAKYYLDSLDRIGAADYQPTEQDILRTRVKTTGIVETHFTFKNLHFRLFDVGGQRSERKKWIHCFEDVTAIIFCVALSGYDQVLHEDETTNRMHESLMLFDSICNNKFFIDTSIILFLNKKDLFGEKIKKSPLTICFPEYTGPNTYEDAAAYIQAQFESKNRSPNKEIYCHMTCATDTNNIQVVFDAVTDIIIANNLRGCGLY
RGS4-Gao reg: modulators of RGS4 binding to Galphao, primary screen, biochemical, multiplexed bead flow cytometry; binding response (% of control), % at 10 µM; actives lie on both sides; 0.33% of 220,000 active; AID 1415, 2008; Guanine nucleotide-binding protein G(o) subunit alpha (Homo sapiens), P09471; in the data active means binding response below about 49% or above about 150%; inactive means in between;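 further: fluorescent Galphao activated with aluminum fluoride binding bead-coupled RGS4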
Bim-Bcl-XL: inhibitors of Bim-Bcl-XL binding, primary screen, biochemical, multiplexed, bead flow cytometry, human Bcl-XL | Bcl-2-like protein 1 (Homo sapiens), Q07817 | Bim peptide-Bcl-XL binding, fluorescence | inhibition, % at 10 µM | 0.04% of 190,000 active | AID 1007, 2008
Bfl-1 Bim block: inhibitors of Bim binding to Bfl-1, primary screen, biochemical, multiplexed, bead-based flow cytometry | Bcl-2-related protein A1 (Homo sapiens), Q16548 | Bim-Bfl-1 binding inhibition | inhibition, % at 10 µM | 0.12% of 190,000 active | AID 1008, 2008;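 further: 0% = wells without compound plus tracer and 100% = blocker peptide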
ABCB1 block: ABCB1 efflux pump inhibitors, primary screen, cell-based, multiplex, flow cytometry, ABCG2 counter-screen. inhibition, % at 6.6 µM. 0.067% of 190,000 active. AID 1326, 2008. ATP-dependent translocase ABCB1 (Homo sapiens), P08183. CCRF-Adr cells, JC-1 efflux; in the data active means inhibition above about 40%;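 further: 0% = vehicle and 100% = reference inhibitor; higher value means more JC-1 retained so stronger ABCB1 efflux block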
ABCG2 block: ABCG2 efflux pump inhibitors, primary screen, multiplex with ABCB1, IgMXP3 cells, flow cytometry. JC-1 efflux. 0.1% of 190,000 active. inhibition, % at 6.6 µM. AID 1325, 2008. Broad substrate specificity ATP-binding cassette transporter ABCG2 (Homo sapiens), Q9UNQ0;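 active means inhibition above 80%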;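 further: 0% = DMSO and 100% = nicardipine control wells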
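System: two drug-resistant human cell lines, ABCG2 and ABCB1; controls: nicardipine high and DMSO low controls; times: 10 min exposure at 25 °C with rotation, no wash; detection: flow cytometry of retained JC-1 fluorescence; read-out basis: percent efflux inhibition, scaled nicardipine 100% to DMSO 0%; doses: one concentration, 6.6 µM final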
RGS8-Gao: RGS8-Galphao binding modulators, primary screen, biochemical, multiplexed bead flow cytometry; actives lie on both sides; response (percent of control binding), % at 10 µM; 0.34% of 220,000 active; AID 1423, 2008; in the data active means response below about 60% or above about 140%; inactive means in between;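 further: Galphao activated as the GDP aluminium fluoride complex binding bead-coupled RGS8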
* marks the source's active call; other numbers are inactive results; ? = inconclusive; nt = no result given. Unless noted, no stated cut-off is given here; in the data, active means inhibition above about 40%.

SMILES	Bcl-W Bim block	Bim-Bcl-B	Bim-Bcl-2	GSH fluor	RGS7-Gao	RGS4-Gao reg	Bim-Bcl-XL	Bfl-1 Bim block	ABCB1 block	ABCG2 block	RGS8-Gao
O=C(NCCc1ccccc1)C1c2ccccc2C(=O)N1Cc1cccs1 (stereo not drawn)	-2	-4	-3	16	106	105	0	-4	0.5	0	104
CCCC(=O)Nc1cc(S(=O)(=O)N(CC)CC)ccc1Cl	-7	-2	-3	12	102	99	-6	3	-0.6	-4	108
Cc1ccc(S(=O)(=O)N(C)C)cc1-n1c(SCC(=O)N(C)C)nc2ccccc2c1=O	0	7	1	9	?	98	1	3	4.9	0	100
C=CCn1c2ccccc2c2nnc(SC(CC)C(=O)Nc3sc4c(c3C#N)CCCC4)nc21 (stereo not drawn)	-2	-6	-7	28	119	119	-12	-12	1.7	1	113
CC(C)(C)c1ccc(NC(=O)COC(=O)CCN2C(=O)c3cccc([N+](=O)[O-])c3C2=O)cc1	-6	-6	-2	18	101	102	-7	-6	0.8	4	102
O=C(O)CCC(NC(=O)C1CCCN1C(=O)OCc1ccccc1)C(=O)O (stereo not drawn)	17	9	5	44	95	94	15	8	0.2	1	88
Cc1ccc(-c2nc3ccccc3c(=O)n2NC(=S)N(C)C)cc1	0	-32	-10	14	127	102	-13	23	-1.6	-10	94
COc1ccc(N/C(=N\c2nc(C)cc(C)n2)NC(=O)C(C)C)cc1OC	1	2	-1	8	99	92	-2	-1	1.1	4	99
CN(C1CCCCC1)S(=O)(=O)c1ccc2c(c1)c(=O)c(C(=O)NCCCN1CCCC1)cn2C	1	-4	0	21	98	104	0	-7	0.3	2	101
Cc1cccc(CCNS(=O)(=O)c2ccc3c(c2)oc(=O)n3C)c1	1	-7	-7	33	102	100	-3	-7	0.2	1	103
O=C1CCC/C(=N\NC(=O)c2ccc(COc3ccccc3-c3ccccc3)cc2)C1	1	-1	2	26	108	109	0	1	-0.1	0	107
Cc1cc(C(c2nnnn2Cc2ccccc2)N2CCOCC2)c(C)n1-c1ccc2c(c1)OCO2 (stereo not drawn)	1	-8	0	24	98	98	-4	-4	0.1	1	95
O=C(Nc1cccc(Cl)c1)c1ccc2c(c1)SC1=NS(=O)(=O)CCN12	-2	-5	0	7	102	105	0	-3	-0.4	-2	103
COc1ccc(NC(=O)C(CC(=O)O)Cc2ccccc2)cc1 (stereo not drawn)	-3	-7	-8	22	100	104	-9	-25	-0.5	-4	102
CCC(CC)C(=O)c1c[nH]c(C(=O)NCc2ccccn2)c1	0	0	0	10	101	103	0	-5	-0.1	0	102
Cc1ccc(/C=C/C(=O)NC(C)c2ccccc2)cc1 (stereo not drawn)	-1	-2	-3	4	100	103	-4	0	0.8	10	103
CCOC(=O)CN(C(=O)CSc1nnc(Cc2ccccc2)n1-c1ccc(C)cc1)c1ccccc1	-6	-4	-1	13	105	104	-5	-2	3.4	0	106
O=C1c2ccccc2C(Nc2ccc3nc(-c4cccnc4)[nH]c3c2)N1Cc1ccco1 (stereo not drawn)	4	-2	-7	15	103	105	1	-4	-2.9	-3	105
CN(Cc1nc(CCc2ccccc2)no1)Cc1cccs1	2	2	2	9	99	95	-1	5	-1.0	-2	98
Cc1cc(F)c(F)c(C(=O)N2CCOCC2)c1Cl	-6	-3	-6	11	99	102	-5	-2	1.0	3	100
CCS(=O)(=O)Nc1c(C(=O)OC)[nH]c2ccccc12	0	1	1	55	99	98	-21	2	0.4	1	98
CN(C(=O)CO/N=C/c1ccc(Cl)cc1)c1ccccc1	-2	-2	-2	12	?	94	-2	-4	0.7	0	96
COc1ccc(C2C(C(=O)c3sc(C)nc3C)=C(O)C(=O)N2CCN(C)C)cc1 (stereo not drawn)	1	-6	-5	59	101	107	-13	-13	0.0	1	101
CC1Cc2ccccc2N1C(=O)Cn1c(=O)oc2cc(S(=O)(=O)NC3CCCC3)ccc21 (stereo not drawn)	2	1	2	25	89	87	0	0	0.3	0	82
Cc1ccc(NC(=O)c2cc(NC(=O)CCC(=O)O)ccc2N2CCCCC2)cc1	2	-1	-3	25	102	103	-1	-1	-0.1	0	102
CCOc1cc(C(=O)N/N=C/C(Br)=C/c2ccccc2)cc(OCC)c1OCC	-5	-18	-1	19	93	97	-10	-8	-0.5	-2	95
COC(=O)CSc1nnc(CNS(=O)(=O)c2ccc(C)cc2)n1C	-1	-5	-5	30	99	100	-3	-7	-0.2	3	99
COc1cccc(NC(=S)N(CCCN2CCOCC2)C(C)c2cc3cccc(OC)c3o2)c1 (stereo not drawn)	nt	nt	nt	nt	101	102	nt	nt	0.4	4	101
COc1cc(CNCCc2ccc(S(N)(=O)=O)cc2)ccc1OCC(=O)NC(C)(C)C	-5	-9	-6	21	103	100	-11	-10	-0.1	3	110
COc1ccc(C)cc1-n1nnnc1SCC(=O)c1cc(C)n(Cc2ccco2)c1C	0	-6	-6	33	98	99	-6	-14	17	0	98
Cc1cccc2cc(C(c3nnnn3CC3CCCO3)N3CCCc4ccccc43)c(=O)[nH]c12 (stereo not drawn)	-3	-7	-1	31	99	103	-5	-9	2.5	3	99
COc1cccc(N(CC(=O)N2CCc3ccccc3C2)S(C)(=O)=O)c1	1	-5	-10	42	96	100	-1	-13	-0.4	-1	99
CCOC(=O)c1c(N)sc(=S)c2c1CCC2	1	-10	5	28	97	100	-3	8	-1.4	-6	99
COC(=O)c1ccc(NC(=O)CCOc2ccccc2)cc1	0	-1	2	9	106	103	0	-1	0.0	2	106
COc1cc(/C=N/NC(=O)c2cccnc2)ccc1OS(=O)(=O)c1ccc(F)cc1	-4	-13	-9	36	101	100	-8	-21	0.4	17	101
CCc1nc(SCC(=O)NCCc2ccccc2)n[nH]1	0	-11	-9	25	101	103	6	-15	1.1	2	99
CCOC(=O)C1CCCN(C(=O)c2cc(-c3ccccc3)nc3ccccc23)C1 (stereo not drawn)	-3	-8	0	25	99	98	-6	-3	0.6	0	100
CCCc1cc(=O)[nH]c(SCC(=O)Nc2c(C)cccc2C)n1	0	-10	-7	28	101	102	-3	-14	0.6	2	99
COCCCNC(=O)c1ccc(NS(C)(=O)=O)cc1	-4	-4	-1	17	96	101	-1	-1	0.8	6	99
O=C1c2cc3ccccc3c(-c3ccccc3)c2C(=O)N1c1ccccn1	1	-2	4	6	99	97	1	1	0.9	-2	99

An excerpt of these results, with bars between the fields:
molecule | Bcl-W Bim block | Bim-Bcl-B | Bim-Bcl-2 | GSH fluor | RGS7-Gao | RGS4-Gao reg | Bim-Bcl-XL | Bfl-1 Bim block | ABCB1 block | ABCG2 block | RGS8-Gao
COc1ccc(C)cc1-n1nnnc1SCC(=O)c1cc(C)n(Cc2ccco2)c1C | 0 | -6 | -6 | 33 | 98 | 99 | -6 | -14 | 17 | 0 | 98
Cc1cccc2cc(C(c3nnnn3CC3CCCO3)N3CCCc4ccccc43)c(=O)[nH]c12 (stereo not drawn) | -3 | -7 | -1 | 31 | 99 | 103 | -5 | -9 | 2.5 | 3 | 99
COc1cccc(N(CC(=O)N2CCc3ccccc3C2)S(C)(=O)=O)c1 | 1 | -5 | -10 | 42 | 96 | 100 | -1 | -13 | -0.4 | -1 | 99
CCOC(=O)c1c(N)sc(=S)c2c1CCC2 | 1 | -10 | 5 | 28 | 97 | 100 | -3 | 8 | -1.4 | -6 | 99
COC(=O)c1ccc(NC(=O)CCOc2ccccc2)cc1 | 0 | -1 | 2 | 9 | 106 | 103 | 0 | -1 | 0.0 | 2 | 106
COc1cc(/C=N/NC(=O)c2cccnc2)ccc1OS(=O)(=O)c1ccc(F)cc1 | -4 | -13 | -9 | 36 | 101 | 100 | -8 | -21 | 0.4 | 17 | 101
CCc1nc(SCC(=O)NCCc2ccccc2)n[nH]1 | 0 | -11 | -9 | 25 | 101 | 103 | 6 | -15 | 1.1 | 2 | 99
CCOC(=O)C1CCCN(C(=O)c2cc(-c3ccccc3)nc3ccccc23)C1 (stereo not drawn) | -3 | -8 | 0 | 25 | 99 | 98 | -6 | -3 | 0.6 | 0 | 100
CCCc1cc(=O)[nH]c(SCC(=O)Nc2c(C)cccc2C)n1 | 0 | -10 | -7 | 28 | 101 | 102 | -3 | -14 | 0.6 | 2 | 99
COCCCNC(=O)c1ccc(NS(C)(=O)=O)cc1 | -4 | -4 | -1 | 17 | 96 | 101 | -1 | -1 | 0.8 | 6 | 99
O=C1c2cc3ccccc3c(-c3ccccc3)c2C(=O)N1c1ccccn1 | 1 | -2 | 4 | 6 | 99 | 97 | 1 | 1 | 0.9 | -2 | 99

The listing continues.
SMILES	Bcl-W Bim block	Bim-Bcl-B	Bim-Bcl-2	GSH fluor	RGS7-Gao	RGS4-Gao reg	Bim-Bcl-XL	Bfl-1 Bim block	ABCB1 block	ABCG2 block	RGS8-Gao
COc1ccc(NC(=O)CN(c2cccc(F)c2)S(C)(=O)=O)cc1OC	-1	-9	-11	29	101	104	-8	-12	0.0	5	106
Nc1c(C(=O)NCc2ccc(Cl)cc2)sc2nc3c(c(C(F)(F)F)c12)CCC3	-1	-8	-13	29	101	102	-4	-14	0.0	1	101
COc1ccc(-c2cc(C(=O)NC3CCCC3)no2)cc1OC	-6	-6	-7	24	102	102	-8	-13	1.3	35	101
CCn1c(SCC(=O)OC)nnc1C1CCCCC1	-3	-2	-1	32	102	101	-2	-1	0.4	2	103
O=C(CCN1CCN(S(=O)(=O)c2ccc(Br)cc2)CC1)Nc1ccccc1F	0	-5	-5	13	100	100	-1	-7	2.5	6	98
CN(CCC#N)CC(=O)Nc1ccc(S(N)(=O)=O)cc1	0	0	1	14	?	98	1	-3	-0.2	0	99
O=C(CC(=O)N/N=C\c1ccc(F)cc1)NCCc1ccccc1	-4	0	-4	12	98	101	0	-5	0.1	1	103
CC1C=CCC2C(=O)N(c3cc(Cl)ccc3O)C(=O)C12 (stereo not drawn)	0	-5	-2	11	107	107	-3	-7	-0.6	1	102
CCn1nc(NC(=O)c2ccncc2)c2cc3cc(C)ccc3nc21	2	-4	-8	21	100	102	-4	-21	0.9	51	103
